Source: PubChem (National Center for Advancing Translational Sciences (NCATS))
Anesthetic bind: qHTS Assay for Identification of Novel General Anesthetics; Ferritin light chain (Equus caballus), P02791; apoferritin/1-aminoanthracene competitive binding, fluorescence; Potency, µM (highest dose often 77.5 µM), inactives show at the highest dose activity change, negative = displacement, usual class: inhibitors; 350,000 tested, 0.074% active; also: % is scaled to controls: 0 for no effect and ±100 for the full control effect; nearly all actives have a fitted effect of over 20% in size
Target sequence (P02791 2-175 limits assumed): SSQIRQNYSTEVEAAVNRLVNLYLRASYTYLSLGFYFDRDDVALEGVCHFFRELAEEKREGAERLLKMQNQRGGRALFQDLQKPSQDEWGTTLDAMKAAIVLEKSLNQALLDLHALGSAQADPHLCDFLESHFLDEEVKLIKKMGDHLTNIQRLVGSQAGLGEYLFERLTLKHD
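Read-out: endpoint 1-AMA fluorescence, excitation 380 nm and emission 535 nm, after compounds sit 10 min at room temperature with 10 uM horse-spleen apoferritin in 50% saturated 1-AMA/PBS. Values come from four-parameter Hill fits.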
POLK inh: qHTS for Inhibitors of Polymerase Kappa. Potency, µM (titrated, usually from 107 µM), for inactives: at the highest dose activity, negative = inhibition, usual class: inhibitors. 400,000 tested, 0.53% active. purified Pol kappa, fluorescent DNA synthesis assay, 10 min; also: % is scaled to controls: 0 for no effect and ±100 for the full control effect
Target sequence (Q9UBT6 whole entry, looked up): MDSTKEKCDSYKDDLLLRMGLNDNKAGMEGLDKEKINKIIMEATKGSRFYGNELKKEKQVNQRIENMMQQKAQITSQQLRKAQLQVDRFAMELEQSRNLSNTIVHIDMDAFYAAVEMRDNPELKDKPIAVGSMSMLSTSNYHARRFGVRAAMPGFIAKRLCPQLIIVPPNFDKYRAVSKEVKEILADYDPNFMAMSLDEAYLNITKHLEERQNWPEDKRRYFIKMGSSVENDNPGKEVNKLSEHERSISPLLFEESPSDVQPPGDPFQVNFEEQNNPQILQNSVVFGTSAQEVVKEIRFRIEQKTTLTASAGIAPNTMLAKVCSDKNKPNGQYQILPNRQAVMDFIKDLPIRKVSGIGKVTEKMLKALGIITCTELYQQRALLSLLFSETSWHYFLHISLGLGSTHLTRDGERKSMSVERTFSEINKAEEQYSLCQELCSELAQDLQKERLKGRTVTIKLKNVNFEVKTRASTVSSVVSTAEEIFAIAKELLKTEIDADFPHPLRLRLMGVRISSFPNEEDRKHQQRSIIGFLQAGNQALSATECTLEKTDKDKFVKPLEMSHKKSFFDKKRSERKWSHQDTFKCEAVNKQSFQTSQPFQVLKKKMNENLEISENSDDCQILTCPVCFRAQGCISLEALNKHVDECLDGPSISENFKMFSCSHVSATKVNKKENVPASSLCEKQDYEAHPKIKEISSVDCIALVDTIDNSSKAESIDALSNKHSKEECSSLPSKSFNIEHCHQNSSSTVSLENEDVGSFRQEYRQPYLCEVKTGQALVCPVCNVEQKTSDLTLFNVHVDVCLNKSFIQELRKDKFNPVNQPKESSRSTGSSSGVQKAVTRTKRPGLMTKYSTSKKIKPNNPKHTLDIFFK
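Inhibition of 10 nM Pol kappa is measured by a fluorescent read-out at 0 and 10 min following addition of 50 nM substrate (final), with a 15-min room-temperature compound preincubation.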
G9a block: qHTS Assay for Inhibitors of Histone Lysine Methyltransferase G9a; Histone-lysine N-methyltransferase EHMT2 (Homo sapiens), Q96KQ7; G9a H3K9 monomethylation, AlphaScreen, 2 h; Potency, µM (top dose mostly 102 µM), without a hit: at the highest dose activity, negative = inhibition, usual class: inhibitors; 350,000 tested, 8.8% active; also: % is scaled to controls: 0 for no effect and ±100 for the full control effect; nearly all actives have a fitted effect of over 75% in size
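Signal arises when biotinylated H3K9 peptide, once monomethylated, bridges streptavidin donor and antibody-captured acceptor beads. Enzyme at 20 nM was preincubated 15 min with test compounds; peptide 500 nM and SAM 20 uM then reacted for 2 h.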
Pol iota inh: qHTS for Inhibitors of Polymerase Iota | 390,000 tested, 1% active | Potency, µM (top dose mostly 115 µM), for the others: top-dose activity, negative = inhibition, hits mostly inhibitors | Pol iota fluorescent replication assay, 10 min | AID 588590, 2011
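Fluorescent replication assay read twice, at 0 min and 10 min after adding 50 nM (final) substrate. Enzyme (10 nM) and compounds were first incubated 15 min at room temperature; enzyme-free buffer wells were negative controls.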
POLH inh: qHTS for Inhibitors of Polymerase Eta | AID 588591, 2011 | 390,000 tested, 1.2% active | DNA polymerase eta (Homo sapiens), Q9Y253 | Potency, µM (doses to about 114 µM), inactives show at the highest dose activity change, negative = inhibition, hits mostly inhibitors | recombinant Pol eta, fluorescent DNA replication assay; also: % is scaled to controls: 0 for no effect and ±100 for the full control effect
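Pol eta at 10 nM preincubated with compounds 15 min at room temperature; reaction started with fluorescent substrate (50 nM final) and read kinetically at 0 and 10 min.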
APE1 inh: qHTS Assay for Inhibitors of the Human Apurinic/apyrimidinic Endonuclease 1 (APE1); AID 2517, 2012; DNA repair nuclease/redox regulator APEX1 (Homo sapiens), P27695; 350,000 tested, 0.35% active; Potency, µM (titrated, usually from 65.8 µM), for the others: top-dose activity change, negative = inhibition, hits mostly inhibitors; recombinant APE1, TAMRA/BHQ-2 abasic DNA cleavage fluorescence;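 also: plate controls were vehicle for no effect and reference inhibitor for full effect; nearly all actives have a fitted effect of over 55% in size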
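Measures dequenching upon AP-site incision of a 5'-TAMRA/3'-BHQ-2 THF-containing duplex, 50 nM; human APE1 0.75 nM after 15 min room-temperature exposure to compound; kinetic three-point read at one-minute spacing.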
BAZ2B inh: qHTS Assay for Inhibitors of BAZ2B | AlphaScreen BAZ2B-H3K14Ac peptide displacement | Potency, µM (doses to about 114 µM), for the others: at the top dose activity change, negative = inhibition, usual class: inhibitors | Bromodomain adjacent to zinc finger domain protein 2B (Homo sapiens), Q9UIF8 | 360,000 tested, 4.4% active; also: % is scaled to controls: 0 for no effect and ±100 for the full control effect; nearly all actives have a fitted effect of over 60% in size
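Protein-peptide AlphaScreen: BAZ2B 50 nM, b-H3K14Ac 50 nM, 1x PBS pH 7.4 + 0.01% Tween-20. Preincubation 30 min RT; cpd 30 min RT (top 110 uM); beads 20 min RT, light-protected.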
BLM inh: qHTS Assay for Inhibitors of Bloom's syndrome helicase (BLM). RecQ-like DNA helicase BLM (Homo sapiens), P54132. recombinant BLM DNA unwinding, fluorescence dequenching. Potency, µM (highest dose often 56.1 µM), for the others: at the top dose activity change, negative = inhibition, hits mostly inhibitors. 350,000 tested, 0.2% active;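 also: plate controls were vehicle for no effect and no enzyme for full effect; nearly all actives have a fitted effect of over 35% in size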
POLB inh: qHTS Assay for Inhibitors of DNA Polymerase Beta; P06746; Pol beta primer extension/strand displacement, fluorescence kinetic; Potency, µM (top dose mostly 114 µM), for inactives: at the top dose activity change, negative = inhibition, hits mostly inhibitors; 340,000 tested, 1.3% active; AID 485314, 2010; also: % is scaled to controls: 0 for no effect and ±100 for the full control effect
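Pol beta (10 nM) and compounds were preincubated 15 min at room temperature, then 50 nM substrate (final) started primer extension/strand displacement. Reads were taken at 0 and 10 min; concentration-response data were fitted to a four-parameter Hill equation.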
Numbers without * were called inactive; ? = inconclusive; / = not tested or not shown; [ ] = another dose, or the depositor's remark. Calls follow the shape of the dose curve; as a rule, active = well fitted curve in the direction sought with a large enough effect; inconclusive = small, poorly fitted or top-dose-only effect, or another doubt; inactive = no such curve, though single readings can be large; an effect the other way counts as inactive or inconclusive. Potency is read from the fitted curve at half-maximal effect. These rows are one share of the data; count on the stated rates, not on these rows.

The line under a structure holds: Anesthetic bind | POLK inh | G9a block | Pol iota inh | POLH inh | APE1 inh | BAZ2B inh | BLM inh | POLB inh
COc1ccccc1S(=O)(=O)c1c(C)cc(C)[nH]c1=O
 : -7% | -9% | 8%[2.33 µM] | 9% | -2% | 18% | 3% | 1% | 18%
NC(=S)Nc1ccc2c(c1)OCO2
 : -4% | -16% | ? | 13% | -14% | 0% | -14% | 1% | 3%
O=C(COc1ccc2ccccc2c1)NNC(=O)C(=O)Nc1ccccc1
 : 1% | -17% | 25% | ? | -10% | 1% | -13% | -8% | 40µM*
Cc1ccc(S(=O)(=O)/N=C(/c2ccccc2)N(C)C)c(C)c1
 : 11% | 10% | -2% | 70%[activator] | -23% | 4% | -2% | -2% | 32%
Clc1ccc(Oc2nc(N3CCOCC3)nc(N3CCOCC3)n2)cc1
 : -16% | -7% | 14%[59 µM] | -1% | -18% | 3% | 2% | 4% | 4%
COc1ccc(CSc2ncn[nH]2)cc1[N+](=O)[O-]
 : -8% | -8% | -16%[59 µM] | 42% | -4% | 1% | -9% | 3% | -1%
CN(C)C(=O)c1c(NC(=O)c2ccco2)sc2c1CCCCC2
 : -5% | -1% | -11%[59 µM] | 6% | 1% | 3% | 9% | 4% | 31%
COc1ccccc1N1CCN(c2ccc(Cl)nn2)CC1
 : -16% | -1% | -3% | 0% | -14% | 1% | -10% | -6% | -12%
O=C(Nc1ccccc1)OCCOc1ccccc1Br
 : -16% | -9% | / | -11% | -9% | -15% | 10% | -6% | 38%
COc1ccc(-c2nc3ccccc3s2)cc1NC(=O)COc1cccc(C)c1
 : 125%[activator] | ? | 10%[59 µM] | ? | 12% | / | -11% | 0% | 1%
CCN(C(=O)COC(=O)c1c(-c2ccccc2)noc1C)C1CCS(=O)(=O)C1 (stereo unspecified)
 : 13% | -7% | -38%[12.7 µM] | 7% | 6% | -3% | 0% | -1% | 0%
O=C(NCc1nnc2c(C(F)(F)F)cc(Cl)cn12)c1ccc2c(c1)OCO2
 : -21% | 15% | 39%[activator] | 33%[activator] | -8% | 40% | -30% | 1% | 15%
Nc1nccnc1C(=O)OCC(=O)NCCc1ccc(Cl)cc1
 : / | -24% | 12%[0.501 µM] | -10% | -10% | 3% | -7% | / | /
CC(C)(C)OC(=O)C[C@H]1C/C=C\C[C@@H](CC(=O)N(CCO)Cc2ccccc2)C(=O)N[C@@H](Cc2ccccc2)COC1=O
 : / | -17% | / | 34%[activator] | -21% | -19% | / | / | /
CC(Sc1nc2ccccc2s1)C(=O)Nc1nnc(C(C)C)s1 (stereo unspecified)
 : -14% | -4% | 18%[59 µM] | 7% | -9% | 19% | 14% | -9% | 0%
COCCn1ccc2c(OCC(=O)Nc3cccc(OC)c3)cccc2c1=O
 : -12% | -6%[60.1 µM] | -3%[59 µM] | 11% | -10% | / | -10% | 2% | 35%
O=C(CSc1nn(-c2ccccc2)c(=S)s1)NC1CCS(=O)(=O)C1 (stereo unspecified)
 : -7% | -7% | 25%[59 µM] | 15% | -14% | 2% | -4% | 4% | 52%[activator]
COc1ccc2cc(C(c3nnnn3Cc3ccccc3)N3CCCCCC3)c(=O)[nH]c2c1 (stereo unspecified)
 : ? | 0% | 13µM* | 32%[activator] | -15% | -1% | -2% | 1% | 16%
Cc1ccn2cc(-c3nonc3C)cc2c1
 : -7% | -4% | 10µM* | ? | -15% | -3% | 56µM* | -5% | -2%
Cc1cccc(N2CCN(C(=O)c3cn(CC(C)C)c(=O)c4c3c3ccccc3n4C)CC2)c1C
 : -1% | 6% | 7%[59 µM] | 27% | -24% | / | 3% | -8% | -11%
CN1CCN(/N=C/c2c3ccccc3c(Cl)c3ccccc23)CC1
 : -21% | -17% | 35µM* | 163%[activator] | -10% | -4% | 20µM* | 29% | 9%
O=C(NC(=S)Nc1ccccc1[N+](=O)[O-])c1ccco1
 : -17% | 0% | ? | 7% | -11% | 12% | -31% | -6% | 1%
CCc1noc(C)c1C(=O)N1CCN(c2cccc(C)c2C)CC1
 : / | 3% | ? | 32%[activator] | -14% | 7% | -1% | / | /
CCC/C(O)=C1\C(=O)CC(c2ccccc2)CC1=NC (stereo unspecified)
 : -7% | 4% | 8%[59 µM] | 5% | 8% | 21% | 7% | -1% | 4%
Cc1ccc(OCC(=O)NNC(=O)CSc2ncc(C#N)c(N)n2)cc1
 : -1% | 1% | 16%[59 µM] | 3% | ? | 6% | -6% | -11% | -1%
N#Cc1ccccc1NC(=O)Cn1cnc2onc(-c3cccc(F)c3)c2c1=O
 : 4% | 2%[60.1 µM] | 4%[59 µM] | -13% | -6% | / | 6% | -3% | 3%
Cc1cc(C)c2c(N)c(C(=O)c3ccccc3)oc2n1
 : -14% | -1% | ? | -13%[58.9 µM] | -10% | -1% | 11% | -1% | 12%
CCN(C(=O)c1cnc(NC(C)C)cc1C(F)(F)F)c1ccc(Cl)cc1Cl
 : -19% | -12% | 2% | 20% | -27% | 4% | 0% | -8% | ?
CCCCN(C(=O)CSc1nnc(Nc2ccc(C)c(C)c2)s1)c1c(N)n(Cc2ccccc2)c(=O)[nH]c1=O
 : -8% | -13% | ? | -18% | -25% | -2% | -13% | -2% | -23%
O=C(NCCCN1CCCC1)c1cccc(N2CCCC2=O)c1
 : -6% | -8% | -44%[59 µM] | 4% | 3% | 3% | -8% | 18% | -10%

Arranged by count of non-hydrogen atoms (low to high): some entries from above.
The line under a structure holds: Anesthetic bind | POLK inh | G9a block | Pol iota inh | POLH inh | APE1 inh | BAZ2B inh | BLM inh | POLB inh
COc1ccccc1S(=O)(=O)c1c(C)cc(C)[nH]c1=O
 : -7% | -9% | 8%[2.33 µM] | 9% | -2% | 18% | 3% | 1% | 18%
COc1ccccc1N1CCN(c2ccc(Cl)nn2)CC1
 : -16% | -1% | -3% | 0% | -14% | 1% | -10% | -6% | -12%
Cc1ccc(S(=O)(=O)/N=C(/c2ccccc2)N(C)C)c(C)c1
 : 11% | 10% | -2% | 70%[activator] | -23% | 4% | -2% | -2% | 32%
CN(C)C(=O)c1c(NC(=O)c2ccco2)sc2c1CCCCC2
 : -5% | -1% | -11%[59 µM] | 6% | 1% | 3% | 9% | 4% | 31%
CN1CCN(/N=C/c2c3ccccc3c(Cl)c3ccccc23)CC1
 : -21% | -17% | 35µM* | 163%[activator] | -10% | -4% | 20µM* | 29% | 9%
Clc1ccc(Oc2nc(N3CCOCC3)nc(N3CCOCC3)n2)cc1
 : -16% | -7% | 14%[59 µM] | -1% | -18% | 3% | 2% | 4% | 4%
O=C(NCc1nnc2c(C(F)(F)F)cc(Cl)cn12)c1ccc2c(c1)OCO2
 : -21% | 15% | 39%[activator] | 33%[activator] | -8% | 40% | -30% | 1% | 15%
COCCn1ccc2c(OCC(=O)Nc3cccc(OC)c3)cccc2c1=O
 : -12% | -6%[60.1 µM] | -3%[59 µM] | 11% | -10% | / | -10% | 2% | 35%
COc1ccc(-c2nc3ccccc3s2)cc1NC(=O)COc1cccc(C)c1
 : 125%[activator] | ? | 10%[59 µM] | ? | 12% | / | -11% | 0% | 1%
COc1ccc2cc(C(c3nnnn3Cc3ccccc3)N3CCCCCC3)c(=O)[nH]c2c1 (stereo unspecified)
 : ? | 0% | 13µM* | 32%[activator] | -15% | -1% | -2% | 1% | 16%
CC(C)(C)OC(=O)C[C@H]1C/C=C\C[C@@H](CC(=O)N(CCO)Cc2ccccc2)C(=O)N[C@@H](Cc2ccccc2)COC1=O
 : / | -17% | / | 34%[activator] | -21% | -19% | / | / | /

Continued.
The line under a structure holds: Anesthetic bind | POLK inh | G9a block | Pol iota inh | POLH inh | APE1 inh | BAZ2B inh | BLM inh | POLB inh
O=C(Cc1nnc(NC(=O)c2ccccc2)s1)N/N=C/c1ccco1
 : 5% | -12% | 20%[59 µM] | 20% | -7% | -2% | -23% | -10% | 18%
Cc1cc(NC(=O)CCc2ccc(-c3ccccc3)o2)no1
 : 5% | -10% | / | -26% | 2% | 11% | -2% | -3% | -4%
CC1=C(C(=O)NC2CCC(C)CC2)C2(CCC(C)CC2)OC1=O (stereo unspecified)
 : -1% | 8% | 10%[59 µM] | 34%[activator] | -3% | -7% | 7% | 1% | -3%
COc1ccc(C)cc1NC(=O)CN1CCN(S(=O)(=O)c2ccc(Cl)cc2)CC1
 : -6% | -9% | 14µM* | 3% | -14% | -5% | 9% | -6% | -11%
CCC1(c2ccc(Cl)cc2)NC(=S)N(c2ccc(C)c(C)c2)N1 (stereo unspecified)
 : -17% | 4% | 18µM* | 13% | -19% | -3% | -26% | -9% | 2%
CCCCn1c(SCC(=O)Nc2nnc(CC)s2)nc2c1c(=O)n(C)c(=O)n2C
 : -9% | -4% | -8% | -6%[58.9 µM] | -3% | 0% | 0% | -3% | 15%
CSc1sc(C)cc1C1C(C#N)=C(N)N(c2cccnc2)C2=C1C(=O)CC(C)(C)C2 (stereo unspecified)
 : -14% | 0% | ? | -1% | -16% | -4% | -5% | 0% | 0%
CC(=O)N1c2ccc(Cl)cc2C2C=CCC2C1c1cccc2ccccc12 (stereo unspecified)
 : -12% | -2% | 13µM* | -15% | -20% | 1% | -33% | -23% | 0%
O=C(COc1cccnc1[N+](=O)[O-])Nc1ccc(S(=O)(=O)N2CCOCC2)cc1
 : -22% | 5% | -6% | 84%[activator] | -12% | -4% | -17% | -7% | 15%
COC(=O)C(C(=O)OC)=C(/C=C/C=C/N(C)C)N(C)C
 : -16% | -2% | -45%[59 µM] | -13% | -3% | -3% | 2% | -2% | 1%
O=C(Nc1ccc(S(=O)(=O)N2CCOCC2)cc1)c1ccc([N+](=O)[O-])o1
 : -6% | -3% | 2% | ? | -2% | -2% | -19% | 2% | 0%
